High-throughput results deposited in PubChem BioAssay by several laboratories.
ABHD4 inh – inhibitors of mouse ABHD4; 370,000 compounds, 0.54% hits; Q8VD66; inhibition, % at 8.92 µM; purified mABHD4, FP-Rh probe fluorescence polarization;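 active = inhibition exceeding the mean over every tested compound plus 3 SD, cut at about 30% in these data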;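 note: 0% = plate median of compound wells and 100% = S159A mutant with DMSO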
Target sequence (Q8VD66 whole entry, looked up): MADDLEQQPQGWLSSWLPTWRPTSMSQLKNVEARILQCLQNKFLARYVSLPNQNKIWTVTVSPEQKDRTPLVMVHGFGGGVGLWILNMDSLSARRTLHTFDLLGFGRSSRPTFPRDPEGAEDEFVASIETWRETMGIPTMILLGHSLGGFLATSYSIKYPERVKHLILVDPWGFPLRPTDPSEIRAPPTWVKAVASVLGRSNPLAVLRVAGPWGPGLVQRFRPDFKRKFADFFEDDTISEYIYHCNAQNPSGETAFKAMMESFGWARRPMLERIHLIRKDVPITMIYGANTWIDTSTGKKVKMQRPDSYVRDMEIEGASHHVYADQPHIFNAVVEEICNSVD
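Assay system: wild-type mouse ABHD4 protein; compound: single nominal dose of 8.92 µM, 0.89% DMSO final; schedule: 45 min + 60 min at 25 °C; measured by: FP readout, ex 525 nm / em 598 nm; evaluation: % inhibition of FP-Rh probe binding versus controls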
GC-A act – GC-A (human) enzyme activation; P16066; HEK293 GC-A cells, cGMP TR-FRET, EC30 ANP; 0% at EC30 ANP, 100% saturating ANP; activation, % at 10 µM; 370,000 compounds, 0.14% hits; AID 1671463; in the data active = activation above about 40%
rCAG RNA binder – binds r(CAG) RNA repeats; r(CAG) RNA repeat, TO-PRO-1 dye displacement fluorescence; inhibition, % at 3 µM; 370,000 compounds, 1.3% hits; AID 651821;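 active = inhibition above the plate cutoff, the mean of all test compounds on that plate plus 3 SD, cut at about 35% in these data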;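 note: 0% = DMSO alone and 100% = 100 µM mitoxantrone as full dye displacement; higher means more dye released from RNA so lower well fluorescence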
PG9 Ab binder – small molecules binding HIV-1 gp120 antibody PG9; inhibition, % at 6.7 µM; 360,000 compounds, 0.43% hits; TR-FRET gp120-PG9 antibody binding; in the data active = inhibition above about 8.5%
Rev-erbA mod – modulates human Rev-erb alpha binding to DNA; P20393; Rev-erbα–FITC-DNA binding, fluorescence polarization, 90 min; activity, % at 10 µM; 370,000 compounds, 0.79% hits; AID 1259318;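 active = activity above about 14%, limit read from the data; passing the limit was not always enough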;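 note: 0% = DMSO wells with 35 nM protein and 100% = DMSO wells with 750 nM protein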
NPR2 activator – GC-B (human) receptor activation | 370,000 compounds, 0.11% hits | P20594 | HEK293-GC-B cells, CNP EC30, cGMP TR-FRET; 0% at EC30 CNP, 100% saturating CNP | AID 1920062 | activation, % at 10 µM;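 active = activation at 10 µM reaching about 35% in either raw or pattern-adjusted values, limit read from the data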
ARFGAP1 inh – inhibits rat ARF GTPase activating protein 1; Q62848; Arfgap1-stimulated ARF1 GTP hydrolysis, GDP FP detection; inhibition, % at 16.5 µM; 360,000 compounds, 0.26% hits;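 active = inhibition above a per-plate limit, mean inhibition of low control wells plus 3 SD, cut at about 25% in these data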;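 note: 0% = DMSO wells with enzyme and 100% = wells lacking Arfgap1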
Target sequence (Q62848 1-136 limits assumed): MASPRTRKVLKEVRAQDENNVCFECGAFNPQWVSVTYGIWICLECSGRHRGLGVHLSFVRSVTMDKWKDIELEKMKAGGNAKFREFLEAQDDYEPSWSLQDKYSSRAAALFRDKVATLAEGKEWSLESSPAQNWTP
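System: truncated rat Arfgap1 GAP domain / Benchmarks: high control wells lacking Arfgap1, low control full reaction with DMSO / Times: compound-enzyme preincubation 20 min, reaction 120 min, detection 60 min, 25 °C / Repeats: one replicate per compound / Also added: human ARF1(Δ1-17)-GTP substrate / Measured by: Tracer-displacement fluorescence polarization with EDTA stop, 620/688 nm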
SMARCA2 activ – increases SMARCA2 function in MMTV reporter cells. AID 652017. MG213 cells, MMTV-luciferase reporter, dexamethasone, overnight. activation, % at 9.1 µM. 370,000 compounds, 1% hits; in the data active = activation above about 7.8%;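 note: 0% = vehicle wells and 100% = reference activator wells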
HTRA1 inh – blocks human HTRA1 serine peptidase; recombinant HTRA1, FP-rhodamine activity-based probe, fluorescence polarization; inhibition, % at 5.96 µM; 340,000 compounds, 0.5% hits; AID 504803; in the data active = inhibition above about 36%;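 note: 0% = enzyme with DMSO and 100% = wells lacking enzyme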
Target sequence (Q92743 whole entry, looked up): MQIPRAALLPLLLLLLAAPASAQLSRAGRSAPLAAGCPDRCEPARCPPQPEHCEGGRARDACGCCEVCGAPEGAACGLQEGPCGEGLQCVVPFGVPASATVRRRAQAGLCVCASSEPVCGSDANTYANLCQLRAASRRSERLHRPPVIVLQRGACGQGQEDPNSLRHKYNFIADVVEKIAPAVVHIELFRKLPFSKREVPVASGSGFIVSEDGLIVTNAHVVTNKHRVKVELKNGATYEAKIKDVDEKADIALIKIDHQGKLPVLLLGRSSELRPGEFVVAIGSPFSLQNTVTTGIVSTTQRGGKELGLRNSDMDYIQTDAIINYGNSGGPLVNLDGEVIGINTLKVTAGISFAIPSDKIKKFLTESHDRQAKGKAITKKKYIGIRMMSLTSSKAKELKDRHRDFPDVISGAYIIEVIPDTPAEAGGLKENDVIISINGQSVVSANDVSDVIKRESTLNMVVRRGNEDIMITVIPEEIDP
ASAP1 GAP inh – ASAP1 ArfGAP inhibition; Q9ULH1; inhibition, % at 16.5 µM; 360,000 compounds, 0.19% hits; ASAP1-stimulated ARF1 GTP hydrolysis, GDP FP detection; in the data active = inhibition above about 25%;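 note: 0% = vehicle with enzyme and substrate and 100% = no enzyme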
Active calls of the source: *; . = no result given.

item	Compound	ABHD4 inh	GC-A act	rCAG RNA binder	PG9 Ab binder	Rev-erbA mod
1	C=C1CCC2C(C)(C)[C@@H](O)CC[C@@]2(C)[C@@H]1COc1ccc2ccc(=O)oc2c1 (some centres undefined)	-8	-5	0	-1.4	6
2	O=C(CNC(=O)c1ccccc1F)OCCOc1cccc(Cl)c1	2	0	-6	1.6	0
3	COC1OC2COC(c3ccccc3)OC2C(O)C1NC(C)=O (centres undefined)	-1	3	0	1.4	2
4	CCOC(=O)N1CCN(S(=O)(=O)N2CCCC(C(=O)NCc3ccccc3OC)C2)CC1 (centres undefined)	6	3	-7	0.1	7
5	OC1c2cc(Cl)cc(Cl)c2N=C2CCCN21 (centres undefined)	-4	-4	1	0.6	-2
6	CC(C)CCn1c(Oc2ccccc2Cl)nc2c1c(=O)n(C)c(=O)n2C	1	-2	-5	2.1	1
7	CCc1cccc(NC(=O)Cn2c(=O)oc3cc(S(=O)(=O)N4CCOCC4)ccc32)c1	4	0	10	0.9	-1
8	O=C(c1ccc(F)cc1)c1ccc(N2CCCC2)cc1	2	2	10	1.0	-2

item	NPR2 activator	ARFGAP1 inh	SMARCA2 activ	HTRA1 inh	ASAP1 GAP inh
1	-2	12	-3	-66	7
2	0	0	-2	2	8
3	15	7	2	5	-6
4	-3	0	-1	-5	-14
5	8	-3	-3	.	-2
6	-1	5	0	-9	1
7	3	-4	-3	6	13
8	-2	4	5	-13	-8

More structures.
item	Compound	ABHD4 inh	GC-A act	rCAG RNA binder	PG9 Ab binder	Rev-erbA mod
9	CCC(c1nc2ccccc2[nH]1)n1c(=O)c(-c2cccnc2)nc2ccccc21 (centres undefined)	4	-18	1	-0.3	-1
10	C#CCOCCOCCOCCNc1nc(N2CCN(C(=O)C([C@@H](C)CC)n3cc(C(N)COC(=O)C(F)(F)F)nn3)CC2)nc(N2CCN(C(=O)[C@H](CCC(=O)O)n3cc(C(N)CC(C)C)nn3)CC2)n1 (some centres undefined)	0	1	-9	-1.2	-3
11	CCOC(=O)c1cnc2ccc(C)cc2c1OCc1cc(F)cc(F)c1	-6	19	3	-1.3	-3
12	Cc1oc(-c2ccc(Cl)cc2)nc1CS(=O)CC(=O)NCCCN1CC(C)CC(C)C1 (centres undefined)	-8	30	-4	0.5	0
13	O=C(NNC(=O)c1ccc2c(=O)n3c(nc2c1)CCC3)c1cccc(Cl)c1	-5	-1	3	0.3	-3
14	COc1cc(F)ccc1-c1csc(C(NC(C)=O)c2ccccc2)n1 (centres undefined)	3	-3	0	0.3	-3
15	O=C(COC(=O)C1C2CC3OC(=O)C1C3C2)Nc1ccccc1 (centres undefined)	3	-6	0	-1.2	1
16	O=C(c1cccc(Cl)c1)N1CCN(c2ccccn2)CC1	-2	0	-8	-1.5	0

item	NPR2 activator	ARFGAP1 inh	SMARCA2 activ	HTRA1 inh	ASAP1 GAP inh
9	-22	-12	-6	.	1
10	7	-5	2	.	0
11	23	-1	-1	-10	1
12	-4	-13	-4	5	-12
13	-8	-18	-2	-10	3
14	-10	-11	-3	.	-13
15	6	3	-1	2	5
16	2	-8	-1	4	-6

Sorted by the number under HTRA1 inh (lowest first): three of the compounds above.
| No. | SMILES | HTRA1 inh |
| --- | --- | --- |
| 15 | O=C(COC(=O)C1C2CC3OC(=O)C1C3C2)Nc1ccccc1 (centres undefined) | 2 |
| 16 | O=C(c1cccc(Cl)c1)N1CCN(c2ccccn2)CC1 | 4 |
| 12 | Cc1oc(-c2ccc(Cl)cc2)nc1CS(=O)CC(=O)NCCCN1CC(C)CC(C)C1 (centres undefined) | 5 |

(next part)
item	Compound	ABHD4 inh	GC-A act	rCAG RNA binder	PG9 Ab binder	Rev-erbA mod
17	COc1ccc(/C(C)=N/NC(=O)CNC(=O)C2COc3ccccc3O2)c(OC)c1 (centres undefined)	-10	4	-3	1.6	-4
18	Cc1cccc(Nc2nnc(SCC(=O)Nc3ccc(C(=O)O)cc3)s2)c1	-20	2	17	-1.8	-7
19	COc1ccc(N2CCN(C(=O)c3ccc(CSc4ccccc4)cc3)CC2)cc1	4	3	5	0.8	0
20	Cc1ccc(NC(=O)CCCSc2nc3ccccc3[nH]2)cc1	-3	-3	-3	-1.3	1
21	CCn1c(CC(=O)Nc2ccc(C)cc2)nnc1SCC(=O)NCc1ccccc1	2	0	-6	-0.7	2
22	CC(C)C(=O)OCC(=O)Nc1ccc2c(c1)CCC2	8	4	0	0.5	2
23	Cc1nn(-c2ccc(Cl)cc2)c(NC(=O)C(C)C)c(-c2ccccc2)c1=O	2	-4	1	-0.3	4
24	CCOC(=O)C1CCCN(c2c(NCC3CCCN3CC)c(=O)c2=O)C1 (centres undefined)	1	1	-1	-0.6	-2

item	NPR2 activator	ARFGAP1 inh	SMARCA2 activ	HTRA1 inh	ASAP1 GAP inh
17	3	-2	-4	0	-7
18	0	-3	-4	-7	6
19	-2	-7	-5	0	7
20	-5	0	-4	-16	4
21	-1	11	-1	5	-8
22	-5	7	1	-1	15
23	-6	-4	-2	-3	-1
24	2	-3	0	-8	-6

Profiles as entered above. Values in the order: ABHD4 inh, GC-A act, rCAG RNA binder, PG9 Ab binder, Rev-erbA mod, NPR2 activator, ARFGAP1 inh, SMARCA2 activ, HTRA1 inh, ASAP1 GAP inh
Record of Cc1cccc(Nc2nnc(SCC(=O)Nc3ccc(C(=O)O)cc3)s2)c1 = -20, 2, 17, -1.8, -7, 0, -3, -4, -7, 6
Record of COc1ccc(/C(C)=N/NC(=O)CNC(=O)C2COc3ccccc3O2)c(OC)c1 (centres undefined) = -10, 4, -3, 1.6, -4, 3, -2, -4, 0, -7

The main list resumes, repeating the six entries before the break.
item	Compound	ABHD4 inh	GC-A act	rCAG RNA binder	PG9 Ab binder	Rev-erbA mod
19	COc1ccc(N2CCN(C(=O)c3ccc(CSc4ccccc4)cc3)CC2)cc1	4	3	5	0.8	0
20	Cc1ccc(NC(=O)CCCSc2nc3ccccc3[nH]2)cc1	-3	-3	-3	-1.3	1
21	CCn1c(CC(=O)Nc2ccc(C)cc2)nnc1SCC(=O)NCc1ccccc1	2	0	-6	-0.7	2
22	CC(C)C(=O)OCC(=O)Nc1ccc2c(c1)CCC2	8	4	0	0.5	2
23	Cc1nn(-c2ccc(Cl)cc2)c(NC(=O)C(C)C)c(-c2ccccc2)c1=O	2	-4	1	-0.3	4
24	CCOC(=O)C1CCCN(c2c(NCC3CCCN3CC)c(=O)c2=O)C1 (centres undefined)	1	1	-1	-0.6	-2
25	CC[C@]12c3[nH]c4ccc(Cl)cc4c3CCN1C(=O)[C@@H](CC(=O)NCc1cccc(C(F)(F)F)c1)C[C@@H]2C(=O)N1CCN(C(=O)C2CC2)CC1	5	-2	7	-2.0	4
26	CC1(C)Cc2c(C#N)c(NCCCO)nc(-c3ccccc3)c2CO1	-1	16	1	-0.3	2
27	Cc1cc(C)n(CCCNC(=O)c2ccc(C)o2)n1	6	3	3	-1.3	1
28	CCN(CC)C(=O)[C@H]1C[C@H](CC(=O)NCCCOC)C(=O)N2CCc3c([nH]c4cc(-c5ccco5)ccc34)[C@]12C	-6	2	6	0.3	1
29	COc1ccc(F)cc1S(=O)(=O)n1cnc2ccccc21	4	-4	-3	-2.5	-1
30	Cn1c(=O)c2c(nc(NCC(O)CO)n2CCc2ccccc2)n(C)c1=O (centres undefined)	4	1	-4	-0.3	4
31	CN1OC[C@@H]2CN(Cc3cc(Cl)cc(Cl)c3)[C@H](c3cccc(-c4ccccc4)c3)C[C@@H]21	-7	-6	2	0.6	-1
32	COc1ccccc1N1C(=O)CC(c2ccccc2)CC1=O	-5	-5	-1	-1.1	-2

item	NPR2 activator	ARFGAP1 inh	SMARCA2 activ	HTRA1 inh	ASAP1 GAP inh
19	-2	-7	-5	0	7
20	-5	0	-4	-16	4
21	-1	11	-1	5	-8
22	-5	7	1	-1	15
23	-6	-4	-2	-3	-1
24	2	-3	0	-8	-6
25	-3	-6	-1	-10	0
26	17	3	-2	-3	10
27	6	-8	2	1	-2
28	-6	24	-1	3	-15
29	8	2	3	-4	4
30	0	4	0	0	2
31	3	3	-3	-14	7
32	1	7	0	-3	9

(listing goes on)
item	Compound	ABHD4 inh	GC-A act	rCAG RNA binder	PG9 Ab binder	Rev-erbA mod
33	COc1ccccc1Nc1nc(-c2cccc([N+](=O)[O-])c2)cs1	13	-1	18	-0.9	3
34	COc1cccc(NC(=O)CN2C(=O)NC3(CCc4ccccc43)C2=O)c1 (centres undefined)	3	2	-2	-1.9	-2
35	CCCCC(=O)Nc1ccc(C(=O)Nc2ccc(S(=O)(=O)N3CCCC3)cc2)cc1	-8	5	0	18*	9
36	CC(=O)c1c(C)n(-c2ccc(C)cc2)c2ccc(O)cc12	-10	16	3	1.6	-2
37	CCCCCSc1nc2c(c(=O)[nH]c(=O)n2C)n1CCc1ccccc1	-4	-1	-1	-1.2	10
38	CC1(C)CC(=O)C(C(C2=C(O)CC(C)(C)CC2=O)c2cccnc2)C(=O)C1 (centres undefined)	8	1	-2	-0.8	-1
39	CC1=CC(C)(C)Nc2ccc(Cc3ccc4c(c3)C(C)=CC(C)(C)N4)cc21	31*	-9	12	-1.9	-4
40	COc1cccc(/C=C/C(=C2\C(=O)N(c3ccccc3)N=C2C)c2ccc(Br)cc2)c1OC	4	1	2	1.7	1

item	NPR2 activator	ARFGAP1 inh	SMARCA2 activ	HTRA1 inh	ASAP1 GAP inh
33	-6	6	0	-4	6
34	-1	-6	9.0*	8	2
35	2	-2	2	-6	-8
36	-2	-1	-3	1	4
37	6	-9	0	-4	11
38	3	4	1	-6	-5
39	0	10	-2	51*	12
40	5	1	-3	9	14
